# High-throughput results deposited in PubChem by Sanford-Burnham Center for Chemical Genomics.
# UBC13 inh: blocks human UBC13 polyubiquitin chain formation; TR-FRET; 330,000 tested, 0.47% active; inhibition, % at 20 µM; in the data active = inhibition above about 45%, passing the limit was not always enough
# Target sequence (P61088 whole entry, looked up): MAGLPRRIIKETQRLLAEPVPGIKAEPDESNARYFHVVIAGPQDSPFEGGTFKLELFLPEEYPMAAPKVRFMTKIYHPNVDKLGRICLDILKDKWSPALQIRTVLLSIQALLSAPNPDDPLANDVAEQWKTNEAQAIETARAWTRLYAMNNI
# SENP7 inh: SENP7 protease inhibition; recombinant SENP7, Z-RLRGG-aminoluciferin luminescence, 40 min; inhibition, % at 5 µM; 330,000 tested, 1.5% active; AID 434973;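 active = inhibition above about 50% at the single test dose, limit read from the data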;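 note: plate controls were DMSO with enzyme for no effect and no enzyme buffer wells for full effect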
# SENP8 block-1: inhibitors of human SENP8 protease | Q96LD8 | purified SENP8, Z-RLRGG-aminoluciferin cleavage, luminescence | inhibition, % at 10 µM | 330,000 tested, 1.2% active | AID 2540; in the data active = inhibition above about 50%
# Target sequence (Q96LD8 whole entry, looked up): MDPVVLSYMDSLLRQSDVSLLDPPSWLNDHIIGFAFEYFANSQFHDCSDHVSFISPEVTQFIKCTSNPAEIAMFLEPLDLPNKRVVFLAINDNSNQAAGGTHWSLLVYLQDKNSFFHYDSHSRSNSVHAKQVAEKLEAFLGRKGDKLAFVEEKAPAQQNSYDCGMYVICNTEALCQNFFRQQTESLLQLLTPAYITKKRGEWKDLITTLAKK
# Apaf-1 inh: human Apaf-1 inhibition | O14727 | reconstituted apoptosome caspase-3 activity, DEVD-Rh110 fluorescence | inhibition, % at 20 µM | 330,000 tested, 0.71% active | AID 489030; active = inhibition of at least 40% at 20 µM;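 note: plate controls were DMSO wells for no effect and DEVD-CHO caspase inhibitor wells for full effect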
#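 Assay system – apoptosome proteins · Medium – Hepes buffer, pH 7.5 · Also added – cytochrome c with DEVD-Rh110 · Timing – 30 min compound preincubation, 50 min activation, room temperature · Detection – Rh110 fluorescence, excitation 480 nm, emission 540 nm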
# A3G deaminase: inhibitors of human APOBEC3G DNA deaminase; recombinant A3G, ssDNA deamination FAM/TAMRA fluorescence; inhibition, % at 20 µM; 330,000 tested, 0.28% active;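 active = inhibition of at least 40% at 20 µM, with no more than 30% in the related APOBEC3A deaminase screen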;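 note: plate controls were DMSO wells with A3G for no effect and wells lacking A3G enzyme for full effect; some compounds called inactive have numbers as strong as hits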
# Target sequence (Q9HC16 whole entry, looked up): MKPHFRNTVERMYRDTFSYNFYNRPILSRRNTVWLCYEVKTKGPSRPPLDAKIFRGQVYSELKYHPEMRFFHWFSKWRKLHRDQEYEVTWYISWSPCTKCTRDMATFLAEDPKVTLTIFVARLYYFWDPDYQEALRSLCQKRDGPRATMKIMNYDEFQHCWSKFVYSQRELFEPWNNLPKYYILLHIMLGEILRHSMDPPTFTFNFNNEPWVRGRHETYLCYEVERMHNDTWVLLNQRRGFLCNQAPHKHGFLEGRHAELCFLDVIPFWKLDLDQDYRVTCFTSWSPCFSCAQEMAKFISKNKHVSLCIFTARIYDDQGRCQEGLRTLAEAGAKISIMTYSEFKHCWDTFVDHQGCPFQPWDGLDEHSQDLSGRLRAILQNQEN
# SENP1 inh: inhibitors of human SENP1 SUMO protease catalytic domain; inhibition, % at 10 µM; AID 624204; 360,000 tested, 0.21% active; recombinant SENP1 catalytic domain, CyPet-SUMO1-YPet FRET cleavage; Q9P0U3;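 active = inhibition at least 30% at 10 µM, raw YFP signal under a set limit, fluorescence ratio 0.5 to 1.5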;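 note: 0% = enzyme with DMSO and 100% = no enzyme wells; some results filed as inactive read as strong as hits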
# Target sequence (Q9P0U3 419-644 limits assumed): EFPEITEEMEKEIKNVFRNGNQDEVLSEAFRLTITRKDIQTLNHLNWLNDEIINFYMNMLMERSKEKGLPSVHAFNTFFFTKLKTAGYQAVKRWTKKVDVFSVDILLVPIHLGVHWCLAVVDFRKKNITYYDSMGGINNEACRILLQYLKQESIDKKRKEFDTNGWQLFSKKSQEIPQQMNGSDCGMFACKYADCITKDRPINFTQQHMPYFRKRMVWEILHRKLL
#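 Assay system: hSENP1 catalytic domain, recombinant. Amount: SENP1 enzyme, 20 pM final. Schedule: 50 min reaction, RT, dark. Technique: FRET, CFP and YFP emission. Control set: no-enzyme wells low, DMSO-plus-enzyme wells high control.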
# SENP6 inh: blocks the human protease SENP6. Q9GZR1. Recombinant SENP6 catalytic domain, aminoluciferin luminescence. inhibition, % at 10 µM. 330,000 tested, 1.8% active. AID 2599;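 active = inhibition above about 50% at the single tested dose, limit read from the data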;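 note: plate controls were DMSO wells with enzyme for no effect and DMSO wells lacking enzyme for full effect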
# SENP8 block-2: SENP8 (human) protease inhibition; inhibition, % at 20 µM; 360,000 tested, 0.64% active; AID 602440; recombinant SENP8, Nedd8 substrate fluorescence; in the data active = inhibition mostly above about 40%, no sharp cut-off; inactive = mostly below about 27%
# Active calls of the source: *.
# Labels used below – A = UBC13 inh; B = SENP7 inh; C = SENP8 block-1; D = Apaf-1 inh; E = A3G deaminase; F = SENP1 inh; G = SENP6 inh; H = SENP8 block-2
[1] COc1ccccc1NC(=O)CN1C(=O)C(C)Oc2ccccc21 (configuration not stated)
  A: 1	B: 11	C: -2	D: -9	E: 1	F: 0	G: -6	H: 13

[2] Clc1ccc2oc(-c3ccccc3)nc2c1
  A: 2	B: 83*	C: 63*	D: 7	E: 2	F: 2	G: -43	H: 8

[3] CCOC(=O)N1CCN(C(=O)c2ccc(CS(=O)(=O)c3c(Cl)cccc3Cl)o2)CC1
  A: 1	B: 3	C: 0	D: -10	E: -7	F: 4	G: 10	H: 5

[4] Cc1ccc(Nc2nnc(SCC(=O)NC3CCS(=O)(=O)C3)s2)c(C)c1 (configuration not stated)
  A: -6	B: 0	C: 3	D: 3	E: -1	F: 1	G: 12	H: 10

[5] Cc1cccc(CC(C)NC(=O)c2cc(COc3ccc(F)cc3F)on2)n1 (configuration not stated)
  A: 1	B: 5	C: 0	D: -7	E: 2	F: 1	G: 6	H: 4

[6] O=c1[nH]c(SCCOc2ccccc2F)nc2ccccc12
  A: 2	B: -4	C: -5	D: 5	E: -8	F: 1	G: -26	H: -2

[7] COc1ccccc1CN1C[C@@H]2C[C@@H](c3ccc(C)c(C)c3)N3CCC[C@@]23C1=O
  A: -4	B: 0	C: 0	D: 7	E: -9	F: -1	G: -1	H: 23

[8] CC1(C)Cc2cccc(OCC(=O)N3CCN(c4ccccc4)CC3)c2O1
  A: 8	B: -1	C: -5	D: -4	E: -4	F: 3	G: -1	H: 15

[9] COc1ccccc1CNS(=O)(=O)c1cccs1
  A: -2	B: 8	C: -10	D: 3	E: -1	F: -1	G: -28	H: 18

[10] O=C(NCCCNC(=O)c1ccc(-c2cc(Cl)ccc2Cl)o1)c1cnccn1
  A: -6	B: -1	C: 6	D: 14	E: 1	F: 1	G: -2	H: 8

[11] O=C(NCCc1ccccc1)Nc1ccc(Cl)cc1
  A: -6	B: -11	C: -6	D: 9	E: -7	F: 0	G: -5	H: 26

[12] O=[N+]([O-])c1ccccc1OCCCN1CCOCC1
  A: -3	B: 5	C: 9	D: -15	E: -4	F: 3	G: 5	H: -1

[13] Cc1c(Br)cc(C(=O)NCCCN2CCOCC2)c(C)c1C
  A: 4	B: 0	C: -1	D: -2	E: -6	F: 0	G: 11	H: 17

[14] Cn1cc(C(=O)N/N=C/c2ccc3c(c2)OCO3)c2ccccc21
  A: 4	B: -6	C: -8	D: -13	E: -10	F: 2	G: -16	H: -26

[15] COc1ccc(-n2c(C)n[nH]c2=O)cc1OC
  A: -6	B: -1	C: -11	D: 6	E: -5	F: 2	G: -32	H: 22

[16] CCN(CC)CCNC(=O)Cc1c(C(=O)O)n(C)c2ccccc12
  A: 2	B: 3	C: 4	D: -7	E: -3	F: -2	G: 0	H: 4

[17] CCN1CCN(S(=O)(=O)c2ccc(Cl)c(C(=O)Nc3cc(Cl)ccc3N3CCOCC3)c2)CC1
  A: 3	B: 2	C: -1	D: 21	E: 28	F: -2	G: 10	H: 4

[18] O=C(COc1ccc(Br)cc1)NCCCn1ccnc1
  A: -7	B: -10	C: -7	D: 2	E: 3	F: -1	G: -1	H: 10

[19] CCCCn1c(N)c(N(CCC(C)C)C(=O)c2ccccc2-n2cnnn2)c(=O)[nH]c1=O
  A: 1	B: -4	C: 3	D: 1	E: -14	F: -3	G: -8	H: -4

[20] Clc1ccc(SCNc2ccccc2Cl)cc1
  A: 8	B: 5	C: 3	D: -4	E: -9	F: 3	G: -2	H: 18

[21] CCC(=O)NNC(=O)CSc1nnc(-c2ccccc2)c(-c2ccccc2)n1
  A: -2	B: 3	C: 8	D: 2	E: -2	F: 3	G: -6	H: 6

[22] COc1cc(C(=O)NNC(=O)COc2ccc(Cl)cc2)ccc1OCC(=O)N1CCOCC1
  A: -6	B: 5	C: 4	D: -2	E: -2	F: 1	G: 4	H: 15

[23] Cc1cc(C)nc(SCC(=O)Nc2ncc(Cc3ccc(Cl)c(Cl)c3)s2)n1
  A: -9	B: 6	C: 2	D: 2	E: -1	F: 0	G: 13	H: 2

[24] O=C(NCCn1cccc1)c1cccc2ccccc12
  A: -1	B: 0	C: -6	D: 6	E: -6	F: -2	G: -27	H: 12

[25] COC(=O)N/N=C/c1ccc(-c2ccc(Cl)c(Cl)c2)o1
  A: -17	B: -8	C: -22	D: 9	E: -2	F: 0	G: -2	H: -97

# Of the compounds above, 3 have two or more sulfur atoms:
# Labels used below – A = UBC13 inh; B = SENP7 inh; C = SENP8 block-1; D = Apaf-1 inh; E = A3G deaminase; F = SENP1 inh; G = SENP6 inh; H = SENP8 block-2
[4] Cc1ccc(Nc2nnc(SCC(=O)NC3CCS(=O)(=O)C3)s2)c(C)c1 (configuration not stated)
  A: -6	B: 0	C: 3	D: 3	E: -1	F: 1	G: 12	H: 10

[9] COc1ccccc1CNS(=O)(=O)c1cccs1
  A: -2	B: 8	C: -10	D: 3	E: -1	F: -1	G: -28	H: 18

[23] Cc1cc(C)nc(SCC(=O)Nc2ncc(Cc3ccc(Cl)c(Cl)c3)s2)n1
  A: -9	B: 6	C: 2	D: 2	E: -1	F: 0	G: 13	H: 2

# 3 compounds out of the list above, ordered by the value under SENP1 inh, descending:
nr | Compound | SENP1 inh
8 | CC1(C)Cc2cccc(OCC(=O)N3CCN(c4ccccc4)CC3)c2O1 | 3
11 | O=C(NCCc1ccccc1)Nc1ccc(Cl)cc1 | 0
7 | COc1ccccc1CN1C[C@@H]2C[C@@H](c3ccc(C)c(C)c3)N3CCC[C@@]23C1=O | -1

# Later entries
# Value order: UBC13 inh, SENP7 inh, SENP8 block-1, Apaf-1 inh, A3G deaminase, SENP1 inh, SENP6 inh, SENP8 block-2
26: Cc1ccc(P(=O)(OCCN2CCOCC2)C(C)(C)C)o1 (configuration not stated)
  8, -1, 1, -21, -5, 0, -6, 5
27: COC(=O)CN(n1cnnc1)S(=O)(=O)c1ccc(C)cc1
  -2, -10, -15, 7, -5, 2, -20, 15
28: CC(C)(C)OC(=O)C[C@@H]1C/C=C\C[C@@H](CC(=O)N(CCO)Cc2ccccc2)C(=O)N2CCC[C@H]2COC1=O
  -6, -9, -7, 8, -10, -1, -47, 10
29: O=C(COC(=O)/C=C/c1ccc(C(F)(F)F)cc1)NC1CC1
  -3, -7, -7, 9, -4, 1, -7, 14
30: CC(C)Cn1c(-c2ccccc2F)n[nH]c1=S
  -8, -8, 1, 6, 41*, -3, -13, -50
31: Fc1ccc(-c2nc3ccccn3c2NCc2ccc3c(c2)OCO3)cc1
  22, 2, 0, 11, -7, -20, 5, -382
32: Cc1ccc(NC(=S)NNC(=O)c2cccc([N+](=O)[O-])c2)cc1Cl
  -14, 6, -6, 1, 2, 1, -9, 27
33: Cc1ccc(/C=N/NC(=O)c2ccncc2)cc1
  -6, -14, -12, -499, -3, 0, -19, 26
34: CC1(C)CC(=O)C(C(=S)Nc2ccccc2)=C(NC2CC(C)(C)NC(C)(C)C2)C1
  -7, -12, -11, -2, -5, 1, -9, 28
35: Cc1cc(-c2cc(C(=O)NCc3ccccc3)on2)nc(NC2CCCC2)n1
  5, 10, -8, 23, -9, -1, -9, -459
36: COC(=O)c1cc(C(=O)Nc2cc(C)on2)cc([N+](=O)[O-])c1
  -1, -6, 0, -7, -6, 1, 0, 6
37: O=C(NCc1ccc(N2CCCC2=O)cc1)c1cccc(Cl)c1
  0, 7, 6, -13, -6, 0, -10, 20
38: N#Cc1nc(-c2ccc(F)cc2)oc1N1CCN(C(=O)c2ccco2)CC1
  -9, 1, 13, 8, -1, 1, 4, -340
39: COc1ccc(/C=C/C(=O)NC2CCS(=O)(=O)C2)cc1 (configuration not stated)
  2, -4, -10, 5, -6, 2, -19, 4
40: O=C(NC1CC2CCCC(C1)N2CC(=O)N1CCCc2ccccc21)C1CCCCC1 (configuration not stated)
  -5, -2, 3, 14, -1, -1, -3, 31
41: O=C(NCc1ccccc1)c1ccc(N2C(=O)C3CCCCC3C2=O)cc1 (configuration not stated)
  -10, -3, -9, 1, -2, 0, 0, 18
42: O=C(O)C1SCCN1S(=O)(=O)c1ccc2ccccc2c1 (configuration not stated)
  5, -1, -3, -7, -3, 0, -4, 5
43: OCCNc1ncnc2c1sc1nc(N3CCOCC3)c3c(c12)CCC3
  12, -8, -6, 4, 2, -4, -8, -404
44: O=C1N/C(=C/c2ccc(N3CCCC3)cc2)C(=O)N1c1ccccc1
  -22, 6, -6, -2, 4, -26, -2, -248
45: Cc1cc(C)nc(Sc2ccc(/C=C(\C#N)C(N)=O)o2)n1
  -16, -7, -12, -5, 5, -10, -6, -10
46: CC(=O)n1c(-c2ccccc2)c(CO)c2ccccc21
  3, -7, 8, 3, -5, 2, -4, 7
47: COc1ccc(N(C(=O)C(C)C)S(=O)(=O)c2cccc([N+](=O)[O-])c2)cc1
  -3, 2, 3, 6, 1, 2, 7, 13
48: COc1ccc2c(c1)CCCC21SC(NC(C)=O)=NN1C(C)=O (configuration not stated)
  -20, -12, -10, 4, 3, 0, -21, 17
49: Cc1ccc2c(c1)N(CC(=O)N1CCc3ccccc3C1)C(=O)CO2
  9, 0, 1, 6, -1, -1, 0, 18
50: Cc1cc(Br)c(NC(=O)COC(=O)C2CCCCC2)c(Br)c1
  -5, -1, -5, 7, -4, 4, 11, 2
51: O=[N+]([O-])c1ccc(-n2cc(-c3ccccc3)nn2)cc1
  1, 4, 0, 0, -4, 3, 7, 18
52: O=C(COC(=O)c1n[nH]c(=O)c2ccccc12)c1ccc(Br)cc1
  -4, 3, -6, 4, -5, 1, -16, 12
53: COc1ccccc1C(=O)COC(=O)CSCC(=O)Nc1cc(C)on1
  -4, -7, -11, 3, -6, 1, -13, -6
54: O=C(CSc1nc(N2CCOCC2)nc(N2CCOCC2)n1)Nc1ccccc1F
  0, 7, 8, 15, 3, 1, 8, 2
55: O=C(NC(CO)(CO)CO)[C@@H]1CCCN1S(=O)(=O)c1cccc2cccnc12
  0, -1, -1, 0, -6, 2, -3, 2

# Entries from the list above that have fluorine:
# Value order: UBC13 inh, SENP7 inh, SENP8 block-1, Apaf-1 inh, A3G deaminase, SENP1 inh, SENP6 inh, SENP8 block-2
5: Cc1cccc(CC(C)NC(=O)c2cc(COc3ccc(F)cc3F)on2)n1 (configuration not stated)
  1, 5, 0, -7, 2, 1, 6, 4
6: O=c1[nH]c(SCCOc2ccccc2F)nc2ccccc12
  2, -4, -5, 5, -8, 1, -26, -2
29: O=C(COC(=O)/C=C/c1ccc(C(F)(F)F)cc1)NC1CC1
  -3, -7, -7, 9, -4, 1, -7, 14
30: CC(C)Cn1c(-c2ccccc2F)n[nH]c1=S
  -8, -8, 1, 6, 41*, -3, -13, -50
31: Fc1ccc(-c2nc3ccccn3c2NCc2ccc3c(c2)OCO3)cc1
  22, 2, 0, 11, -7, -20, 5, -382
38: N#Cc1nc(-c2ccc(F)cc2)oc1N1CCN(C(=O)c2ccco2)CC1
  -9, 1, 13, 8, -1, 1, 4, -340
54: O=C(CSc1nc(N2CCOCC2)nc(N2CCOCC2)n1)Nc1ccccc1F
  0, 7, 8, 15, 3, 1, 8, 2

# (listing goes on)
# Value order: UBC13 inh, SENP7 inh, SENP8 block-1, Apaf-1 inh, A3G deaminase, SENP1 inh, SENP6 inh, SENP8 block-2
56: O=C(CCS(=O)(=O)Cc1ccccc1)NCc1ccco1
  -4, 30, -6, -19, 3, 1, -27, 18
57: C=C(C)C1CC=C(C)/C(=N/NC(=O)CCCNc2cccc(C)c2)C1 (configuration not stated)
  3, 13, -7, 15, -1, 1, -20, 10
58: COC(=O)c1ccccc1NC(=O)Nc1cc(C(C)(C)C)on1
  -2, -11, 2, 6, -3, 0, 0, -25
59: COC(=O)/C=C/C(=O)NCc1ccco1
  9, -5, -4, -6, -6, -1, -6, 9
60: CCOc1ccc(NC(=O)N2CCC(c3nc4ccccc4[nH]3)CC2)cc1
  1, 3, 3, 3, -1, 1, -13, 10
61: COC(=O)c1cc2ccsc2n1Cc1cc(=O)n2ccccc2n1
  6, -10, -2, -15, -9, -19, -19, -245
